DAT uptake mod = modulates human dopamine transporter uptake under cocaine; Q01959; LLC-PK1 hDAT cells, [14C]-dopamine uptake with cocaine IC80; actives deviate in either direction; B-score at 10 µM; actives 1.3% (n = 110,000); AID 449768;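 active means Z score or B-score, a plate-position-corrected score, falls beyond the plate's 99.7% confidence bounds, in either direction; inactive means both scores lie inside the 99.7% bounds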;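 further: scored against the spread of the other compound wells on the same plate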
VCAM1 TNFa inh = reduces TNF alpha induced VCAM1 expression in HUVEC; inhibition, % at 2 µM; actives 0.48% (n = 95,000); HUVEC TNFa-induced VCAM-1 immunofluorescence, high-content imaging;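 active means inhibition above the batch mean plus 3 SD, with images confirmed as a hit by eye, cut at about 37% in these data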;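 further: 0% = TNF-stimulated DMSO wells and 100% = unstimulated control wells; not every result past the cut was called active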
CYP2C9 inhib = inhibitors of human CYP2C9; inhibition, % at 5 µM; P11712; actives 20% (n = 96,000); CYP2C9 Supersomes, luciferin-H conversion, luminescence;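 active means blocking of liver enzyme CYP2C9 beyond about 50% at 5 µM, limit read from the data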; further: values of inactives mirror those of a sister screen read the other way
Target sequence (P11712 whole entry, looked up): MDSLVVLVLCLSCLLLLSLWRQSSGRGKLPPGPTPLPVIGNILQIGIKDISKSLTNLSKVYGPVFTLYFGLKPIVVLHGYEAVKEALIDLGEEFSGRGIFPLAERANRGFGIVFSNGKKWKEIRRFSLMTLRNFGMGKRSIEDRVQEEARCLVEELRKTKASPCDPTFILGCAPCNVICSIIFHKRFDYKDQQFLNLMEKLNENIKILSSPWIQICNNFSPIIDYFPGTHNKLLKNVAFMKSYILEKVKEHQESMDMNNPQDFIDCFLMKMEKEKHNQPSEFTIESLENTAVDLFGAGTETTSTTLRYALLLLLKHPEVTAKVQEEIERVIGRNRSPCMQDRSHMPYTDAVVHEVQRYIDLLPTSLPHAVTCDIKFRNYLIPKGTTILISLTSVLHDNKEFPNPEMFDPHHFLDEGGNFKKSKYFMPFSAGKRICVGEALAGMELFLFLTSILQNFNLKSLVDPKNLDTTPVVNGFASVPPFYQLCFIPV
Calb biofilm kill = kills Candida albicans biofilms; C. albicans biofilm + clotrimazole, Alamar Blue; inhibition, % at 6 µM; actives 0.14% (n = 85,000); AID 834;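 active means inhibition above 20%; inactive means inhibition below 20%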;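 further: preformed 24 hr biofilms exposed to compound for 48 hr; 0% = biofilm without compound and 100% = blank killed by clotrimazole plus chlorhexidine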
CYP2C19 inhib = inhibitors of human CYP2C19; inhibition, % at 5 µM; actives 21% (n = 96,000); CYP2C19 Supersomes, luciferin-H EGE luminescence, 30 min;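 active means CYP2C19 inhibition above a set limit at 5 µM in the primary screen, cut at about 50% in these data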;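 further: plate controls were negative control wells for no effect and 2.5 mM tranylcypromine positive control for full effect; values of inactives mirror those of a sister screen read the other way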
Target sequence (P33261 whole entry, looked up): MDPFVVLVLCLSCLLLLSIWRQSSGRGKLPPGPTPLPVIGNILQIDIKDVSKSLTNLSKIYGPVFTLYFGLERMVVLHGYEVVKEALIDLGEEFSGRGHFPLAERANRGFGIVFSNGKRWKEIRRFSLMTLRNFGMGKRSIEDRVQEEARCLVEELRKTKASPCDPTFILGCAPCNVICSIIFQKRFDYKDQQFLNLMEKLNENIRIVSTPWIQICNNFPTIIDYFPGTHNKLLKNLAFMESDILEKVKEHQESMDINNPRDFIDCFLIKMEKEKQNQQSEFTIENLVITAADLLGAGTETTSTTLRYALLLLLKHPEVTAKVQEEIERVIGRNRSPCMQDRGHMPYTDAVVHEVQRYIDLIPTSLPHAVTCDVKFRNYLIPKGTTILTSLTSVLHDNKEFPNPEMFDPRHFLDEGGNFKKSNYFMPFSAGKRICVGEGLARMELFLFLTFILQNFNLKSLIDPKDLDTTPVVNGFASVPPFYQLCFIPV
TNFa cytotox = toxic to HUVEC cells under TNF alpha stimulation | HUVEC TNFalpha-stimulated, Hoechst cell count, imaging | cell count reduction, % at 2 µM | actives 0.17% (n = 93,000) | AID 848;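 active means cell count reduction exceeding the screen mean by over 5 SD, scaled to untreated wells per plate, cut at about 78% in these data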;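 further: cells counted after 24 h of TNF alpha exposure following the 1 h pretreatment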
CYP2C9 activ = increases human cytochrome P450 2C9 activity | actives 1.4% (n = 96,000) | recombinant CYP2C9, luciferin-H conversion, luminescence; stronger effect = higher value; factor 1 = untreated enzyme, 0 = blocked | activation factor at 5 µM | AID 1024;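 active means activation factor of 2 or more for CYP2C9 at a 5 µM dose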;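 further: 0 = sulfaphenazole-blocked wells and 1 = vehicle-only wells; values of inactives mirror those of a sister screen read the other way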
CYP2C19 activ = activators of human cytochrome P450 2C19; P33261; recombinant CYP2C19, luciferin-H EGE luminescence; stronger effect = higher value; 0 = fully inhibited enzyme, 1 = untreated enzyme; activation factor at 5 µM; 96,000 tested, under 10 active;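 active means activation factor of at least 2 at 5 µM in the primary screen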;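 further: 0 = wells with 2.5 mM tranylcypromine and 1 = vehicle-only wells; values of inactives mirror those of a sister screen read the other way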
IL1B cytotox = HUVEC cytotoxicity counter-screen, IL-1B stimulated; HUVEC cell count loss, Hoechst imaging; cell count reduction, % at 2 µM; actives 0.41% (n = 94,000);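 active means cell count reduction more than 3 SD above the screen-wide mean, cut at about 70% in these data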;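 further: normalized per plate to untreated control cells as the no-loss baseline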
Starred values were filed as active, the others as inactive; · = no result given. An unsorted share of the library; overall some 29% were active at least once.

SMILES	DAT uptake mod	VCAM1 TNFa inh	CYP2C9 inhib	Calb biofilm kill	CYP2C19 inhib	TNFa cytotox	CYP2C9 activ	CYP2C19 activ	IL1B cytotox
COCCCn1c(=N)c(C(=O)NC2CCCCC2)cc2c(=O)n3ccccc3nc21	-0.53	33	·	5	·	·	·	·	6
O=C(CSc1ccc2nnc(-c3ccccn3)n2n1)N1CCOCC1	-1.3	18	-14	46*	7	6	1.1	0.9	-7
c1coc(CN(Cc2ccco2)c2ncnc3c2oc2ccccc23)c1	1.2	3	·	3	·	-19	·	·	15
Cc1cccc(NCc2nc(-c3ccccc3)no2)c1	-0.74	13	31	-1	46	-9	0.7	0.5	8
CC(C)/C(=N\NC(=O)Nc1ccccc1)c1ccccc1	0.71	18	38	·	27	3	0.6	0.7	-4
COc1ccc(-n2nnnc2-c2cn(C)nc2C(F)(F)F)cc1	0.81	·	16	·	50	·	0.8	0.5	·
COc1ccccc1-c1cc(C(=O)Nc2c(F)cc(F)cc2Br)no1	-0.78	10	-9	·	-3	-2	1.1	1	-7
CC(C)C(=O)Nc1ccc2oc(-c3cc(F)c(F)cc3Cl)nc2c1	-0.0082	-5	·	8	·	8	·	·	-3
Clc1cccc(CSc2ncn(-c3ccccc3)n2)c1	-1.3	12	·	5	·	-4	·	·	-9
Cc1c(NC(=O)C(C)Sc2n[nH]c(N)n2)c(=O)n(-c2ccccc2)n1C (stereo unspecified)	-0.052	-7	-12	·	-6	1	1.1	1.1	6
O=C(COc1ccccc1)Nc1cccc(-c2nnc(-c3ccccc3)o2)c1	0.065	·	53*	2	35	·	0.5	0.6	·
O=S(=O)(c1ccc(F)c2ccccc12)N1CCCCC1	-0.8	19	-367	3	21	12	4.7*	0.8	-18
c1ccc(CNCCN2CCNCC2)nc1	0.0098	-4	2	3	-2	-5	1	1	-19
CCOC(=O)c1cccc(C(=O)OCC)n1	0.053	4	-3	3	-15	-27	1	1.1	-16
Clc1ccccc1-c1nnc2sc(-c3ccc(Br)o3)nn12	2	10	47	13	80*	-20	0.5	0.2	-16
CCN(CC)c1nc(Nc2ccccc2)nc(Oc2ccc(=O)[nH]n2)n1	0.71	13	24	-6	11	-4	0.8	0.9	2
Nc1ccc(Sc2nnnn2-c2ccccc2)c(Cl)c1	0.39	8	-7	5	93*	-14	1.1	0.1	38
CC(C)(C)c1ccc(Cn2ccc(-c3ccc4c(c3)OCO4)n2)cc1	0.67	5	16	·	9	-1	0.8	0.9	7
COc1cc(S(=O)(=O)NCc2cccnc2)c(OC)cc1Br	0.21	14	12	15	14	-21	0.9	0.9	·
O=C1Nc2cc(Cl)c(Cl)cc2N(O)N1c1cc(Cl)cc(Cl)c1	0.36	3	89*	-2	-2	-20	0.1	1	5
Cc1cc(C)nc(/N=c2/ssnc2Cl)c1	0.64	5	22	5	9	-56	0.8	0.9	26
O=C(NCC1CCCO1)c1ccc2c(=O)n(CC3CCCO3)c(=S)[nH]c2c1 (stereo unspecified)	1.6	22	8	4	1	15	0.9	1	-4
CCSc1nnc(-c2ccc(S(=O)(=O)N3CCCC3)cc2)n1C	0.21	12	-10	2	-6	4	1.1	1.1	18
Cc1cccc(N(CC(=O)NCc2ccco2)C(=O)CCC(=O)Nc2ccccn2)c1	-0.011	·	23	4	58*	·	0.8	0.4	·

Laid out differently: six of the compounds above
The line under a structure holds: DAT uptake mod | VCAM1 TNFa inh | CYP2C9 inhib | Calb biofilm kill | CYP2C19 inhib | TNFa cytotox | CYP2C9 activ | CYP2C19 activ | IL1B cytotox
Nc1ccc(Sc2nnnn2-c2ccccc2)c(Cl)c1
 : 0.39 | 8 | -7 | 5 | 93* | -14 | 1.1 | 0.1 | 38
CC(C)(C)c1ccc(Cn2ccc(-c3ccc4c(c3)OCO4)n2)cc1
 : 0.67 | 5 | 16 | · | 9 | -1 | 0.8 | 0.9 | 7
COc1cc(S(=O)(=O)NCc2cccnc2)c(OC)cc1Br
 : 0.21 | 14 | 12 | 15 | 14 | -21 | 0.9 | 0.9 | ·
O=C1Nc2cc(Cl)c(Cl)cc2N(O)N1c1cc(Cl)cc(Cl)c1
 : 0.36 | 3 | 89* | -2 | -2 | -20 | 0.1 | 1 | 5
Cc1cc(C)nc(/N=c2/ssnc2Cl)c1
 : 0.64 | 5 | 22 | 5 | 9 | -56 | 0.8 | 0.9 | 26
O=C(NCC1CCCO1)c1ccc2c(=O)n(CC3CCCO3)c(=S)[nH]c2c1 (stereo unspecified)
 : 1.6 | 22 | 8 | 4 | 1 | 15 | 0.9 | 1 | -4

Further results:
SMILES	DAT uptake mod	VCAM1 TNFa inh	CYP2C9 inhib	Calb biofilm kill	CYP2C19 inhib	TNFa cytotox	CYP2C9 activ	CYP2C19 activ	IL1B cytotox
COc1ccccc1NC(=O)C(CC(C)C)NC(=O)C1CCCCC1 (stereo unspecified)	-0.65	-1	26	·	51*	-18	0.7	0.5	-3
CCCCOC(=O)Nc1nccs1	16*	17	·	4	·	-11	·	·	-17
O=[N+]([O-])c1ccc(N/N=C/c2cn(-c3ccccc3)nc2-c2ccccc2)cc1	0.94	14	26	·	10	-25	0.7	0.9	-4
Cc1nc(NC(=O)c2ccccc2)sc1-c1csc(NCCc2ccccc2)n1	1.5	27	78*	2	48	-16	0.2	0.5	-6
C=CCn1c(SCc2cc(C(=O)OC)c(C)o2)nnc1-c1ccncc1	1.5	-3	57*	0	92*	-14	0.4	0.1	-3
O=C(CCCOc1ccc(Cl)cc1)N1CCOCC1	-0.91	10	1	-5	87*	-13	1	0.1	-14
O=C(Cc1cccs1)Nc1nc2c(s1)CCCC2	0.67	11	20	3	10	-22	0.8	0.9	-8
CCOC(=O)c1c(NC(=O)CSc2nnc(C)s2)sc2c1CCC(C)C2 (stereo unspecified)	-0.25	-30	·	1	·	-6	·	·	11
CCOC(=O)CNC(=O)c1cn(CC(C)C)c(=O)c2cc(OC)c(OC)cc12	1.8	-55	·	·	·	-32	·	·	-34
Cc1ccccc1-c1nnn(CC(=O)NCc2ccc3c(c2)OCO3)n1	-0.61	2	82*	·	47	17	0.2	0.5	11
COc1ccc(N2C(=O)C3CCCN3C2c2cccc(C)c2)cc1 (stereo unspecified)	1	9	-1	7	7	-31	1	0.9	0
CCN1CCCC1CNC(=O)C(NC(=O)C1CCC(C)CC1)C(C)C (stereo unspecified)	·	-11	-6	-1	-16	-17	1.1	1.2	-35
CCN1CC=C2C(C#N)=C(N)C(C#N)(C#N)C(CCc3ccccc3)C2C1 (stereo unspecified)	1.5	9	4	4	20	-14	1	0.8	4
O=C(CSc1nnc(-c2ccccn2)n1Cc1ccco1)c1ccc(-c2ccccc2)cc1	-0.97	·	28	2	0	·	0.7	1	·
COc1ccccc1NC(=O)C1C2C=CC(O2)C1C(=O)O (stereo unspecified)	-0.63	-24	8	9	4	-22	0.9	1	-15
O=C(O)CC(C(=O)O)n1nc(-c2ccccc2)cc1-c1ccccc1 (stereo unspecified)	0.49	·	7	3	4	·	0.9	1	·
COc1ccc(C(c2nnnn2CC2CCCO2)N2CCC(C(N)=O)CC2)cc1 (stereo unspecified)	0.22	6	·	-7	·	·	·	·	4
O=C(COc1ccc(S(=O)(=O)NCc2ccccc2)cc1Cl)N1CCOCC1	0.1	-17	14	6	-11	-21	0.9	1.1	-26
CS/C(=N\S(=O)(=O)c1ccc(Cl)cc1)c1ccccc1	1.1	-9	89*	·	96*	-1	0.1	0	-12
CCOC(=O)c1cnc(-n2nc(C)cc2C)nc1N1CCOCC1	1.6	92*	37	1	5	74	0.6	1	13
CC(=O)Nc1c(-c2ccc(F)cc2)nc2ccccn12	-1	-28	-2	4	-14	37	1	1.1	20
CCOC(=O)c1c(C)[nH]c(C(=O)OCC(=O)N2CC(C)OC(C)C2)c1C (stereo unspecified)	-0.47	3	44	4	0	-61	0.6	1	-84
O=C(CSc1nnc(CNc2ccc(F)cc2)n1Cc1ccco1)NC1CC1	0.73	-8	12	-1	8	-24	0.9	0.9	-19
COC(=O)c1ccccc1NC(=O)C1CCCN(c2nnc(-n3cccc3)s2)C1 (stereo unspecified)	0.2	·	11	·	26	·	0.9	0.7	·
CC(=O)N(C)c1ccc(OCC(O)CN(Cc2ccco2)S(=O)(=O)c2ccc(C)cc2)cc1 (stereo unspecified)	0.92	16	80*	1	5	-16	0.2	1	3
O=C(c1noc2c1CCCC2)N1CCN(Cc2ccccc2)CC1	0.085	7	4	7	97*	-35	1	0	-34
CCOC(=O)C1=C(C)N=C2SC(C)C(=O)N2C1c1cccc(F)c1 (stereo unspecified)	-0.83	-7	25	5	25	-6	0.8	0.8	-5
COc1ccc(OC)c(-n2c(CN3CCC(C(N)=O)CC3)nc3ccccc3c2=O)c1	-0.023	22	32	·	21	-26	0.7	0.8	-8
O=C(N/N=C/c1cc(Br)ccc1O)C(=O)Nc1ccccc1OC(F)(F)C(F)F	-0.089	-16	-14	·	2	-12	1.1	1	-27
CC1CN(C(=O)c2ccc(COCC(F)(F)F)o2)CC(C)O1 (stereo unspecified)	-0.25	-1	-19	8	4	-3	1.2	1	-1
O=C(c1ccccc1)N1CCN(C2CCCCC2)CC1	-0.46	6	·	7	·	-10	·	·	16
COc1cc(-c2nc(S(=O)(=O)c3ccc(C)cc3)c(N(C)C)o2)cc(OC)c1OC	-0.28	·	56*	·	13	·	0.4	0.9	-4
CCOC(=O)C1CCN(C(=O)c2ccc3c(c2)OCO3)CC1	-0.4	7	22	1	43	-20	0.8	0.6	-16
COc1cccc(NC(=O)CN2CCN(S(=O)(=O)c3ccc(C(C)C)cc3)CC2)c1	1	3	31	·	87*	-4	0.7	0.1	-20
CC(=O)c1ccc(OCC(=O)NC2CCS(=O)(=O)C2)cc1 (stereo unspecified)	1	5	4	6	2	-18	1	1	9
O=C(CN1CCCCC1)N1CCCc2ccccc21	-0.092	29	3	·	8	9	1	0.9	10

3 of these compounds, reformatted:
molecule | DAT uptake mod | VCAM1 TNFa inh | CYP2C9 inhib | Calb biofilm kill | CYP2C19 inhib | TNFa cytotox | CYP2C9 activ | CYP2C19 activ | IL1B cytotox
CC(=O)c1ccc(OCC(=O)NC2CCS(=O)(=O)C2)cc1 (stereo unspecified) | 1 | 5 | 4 | 6 | 2 | -18 | 1 | 1 | 9
O=C(N/N=C/c1cc(Br)ccc1O)C(=O)Nc1ccccc1OC(F)(F)C(F)F | -0.089 | -16 | -14 | · | 2 | -12 | 1.1 | 1 | -27
O=C(c1ccccc1)N1CCN(C2CCCCC2)CC1 | -0.46 | 6 | · | 7 | · | -10 | · | · | 16

Carrying on:
SMILES	DAT uptake mod	VCAM1 TNFa inh	CYP2C9 inhib	Calb biofilm kill	CYP2C19 inhib	TNFa cytotox	CYP2C9 activ	CYP2C19 activ	IL1B cytotox
CC1=C(C(=O)OC(C)C)C(c2ccc(C)o2)NC(=O)N1 (stereo unspecified)	0.037	-1	·	7	·	-22	·	·	8
Cc1ccc(C)c(N(C)C(=O)c2coc(=O)c3ccccc23)c1	0.42	8	10	7	18	16	0.9	0.8	14
CC(NC(=O)Cn1cc(C(=O)C2CC2)c2ccccc21)c1ccccc1 (stereo unspecified)	-0.046	-7	30	5	59*	-7	0.7	0.4	-12
CC(=O)Nc1ccc(S(=O)(=O)Nc2nnc(C(C)C)s2)cc1	0.043	-17	60*	2	-26	-19	0.4	1.3	-9
c1ccc2sc(NC3=NCN(C4CCCCCC4)CN3)nc2c1	-0.72	5	10	5	8	-6	0.9	0.9	-10
COc1cccc2sc(NC(=O)c3ccc(S(=O)(=O)N4CCOCC4)cc3)nc12	0.13	8	86*	5	64*	-6	0.1	0.4	-2
O=c1cc(CO)oc(CN2CCC(Cc3ccccc3)CC2)c1O	-1	7	4	-1	15	-15	1	0.8	-5
Cc1nc(N2CCN(c3ccccc3)CC2)c2c3c(sc2n1)CCC3	·	·	94*	2	95*	·	0.1	0.1	·
